hgDAF-12 ag: agonists of H. glycines DAF-12 nuclear receptor. AID 687014. HEK293 GAL4-hgDAF12 UAS-luciferase reporter, agonist luminescence; normalized to butyrate control. 1.8% of 370,000 active. activation, % at 6.8 µM;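 active = activation above a cutoff set at the mean of all screened compounds plus 3 SD, cut at about 10% in these data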;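 also: 0% = DMSO wells and 100% = sodium butyrate wells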
NR1D1 modulator: modulators of human Rev-erb alpha DNA binding. Rev-erbα–FITC-DNA binding, fluorescence polarization, 90 min. activity, % at 10 µM. 0.79% of 370,000 active. AID 1259318;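 active = activity above about 14%, limit read from the data; passing the limit was not always enough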;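 also: 0% = DMSO wells with 35 nM protein and 100% = DMSO wells with 750 nM protein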
ADAM17 inh: ADAM17 inhibition, QFRET primary screen; P78536; recombinant ADAM17, EDANS/DABCYL FRET peptide cleavage; inhibition, % at 6.95 µM; 0.83% of 370,000 active; AID 720648;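 active = inhibition above the mean of compounds lying between control limits plus 3 SD, set per campaign, cut at about 8.5% in these data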;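 also: 0% = DMSO-only wells as the low control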
SMARCA2 activ: increases SMARCA2 function in MMTV reporter cells. MG213 cells, MMTV-luciferase reporter, dexamethasone, overnight. activation, % at 9.1 µM. 1% of 370,000 active. AID 652017; in the data active = activation above about 7.8%;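 also: 0% = vehicle wells and 100% = reference activator wells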
PLC-beta3 inh: inhibitors of human phospholipase C beta3; inhibition, % at 12.2 µM; 0.18% of 370,000 active; Purified PLC-beta3, fluorogenic substrate, fluorescence; AID 720704; Q01970; in the data active = inhibition above about 11%;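 also: 0% = median of compound wells on plate and 100% = full blocker control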
PLC-gamma1 inh: PLC-gamma1 (human) inhibition, primary screen. purified PLC-gamma1, fluorogenic substrate, fluorescence. inhibition, % at 12.2 µM. 0.84% of 370,000 active; in the data active = inhibition above about 9.5%
Target sequence (P19174 whole entry, looked up): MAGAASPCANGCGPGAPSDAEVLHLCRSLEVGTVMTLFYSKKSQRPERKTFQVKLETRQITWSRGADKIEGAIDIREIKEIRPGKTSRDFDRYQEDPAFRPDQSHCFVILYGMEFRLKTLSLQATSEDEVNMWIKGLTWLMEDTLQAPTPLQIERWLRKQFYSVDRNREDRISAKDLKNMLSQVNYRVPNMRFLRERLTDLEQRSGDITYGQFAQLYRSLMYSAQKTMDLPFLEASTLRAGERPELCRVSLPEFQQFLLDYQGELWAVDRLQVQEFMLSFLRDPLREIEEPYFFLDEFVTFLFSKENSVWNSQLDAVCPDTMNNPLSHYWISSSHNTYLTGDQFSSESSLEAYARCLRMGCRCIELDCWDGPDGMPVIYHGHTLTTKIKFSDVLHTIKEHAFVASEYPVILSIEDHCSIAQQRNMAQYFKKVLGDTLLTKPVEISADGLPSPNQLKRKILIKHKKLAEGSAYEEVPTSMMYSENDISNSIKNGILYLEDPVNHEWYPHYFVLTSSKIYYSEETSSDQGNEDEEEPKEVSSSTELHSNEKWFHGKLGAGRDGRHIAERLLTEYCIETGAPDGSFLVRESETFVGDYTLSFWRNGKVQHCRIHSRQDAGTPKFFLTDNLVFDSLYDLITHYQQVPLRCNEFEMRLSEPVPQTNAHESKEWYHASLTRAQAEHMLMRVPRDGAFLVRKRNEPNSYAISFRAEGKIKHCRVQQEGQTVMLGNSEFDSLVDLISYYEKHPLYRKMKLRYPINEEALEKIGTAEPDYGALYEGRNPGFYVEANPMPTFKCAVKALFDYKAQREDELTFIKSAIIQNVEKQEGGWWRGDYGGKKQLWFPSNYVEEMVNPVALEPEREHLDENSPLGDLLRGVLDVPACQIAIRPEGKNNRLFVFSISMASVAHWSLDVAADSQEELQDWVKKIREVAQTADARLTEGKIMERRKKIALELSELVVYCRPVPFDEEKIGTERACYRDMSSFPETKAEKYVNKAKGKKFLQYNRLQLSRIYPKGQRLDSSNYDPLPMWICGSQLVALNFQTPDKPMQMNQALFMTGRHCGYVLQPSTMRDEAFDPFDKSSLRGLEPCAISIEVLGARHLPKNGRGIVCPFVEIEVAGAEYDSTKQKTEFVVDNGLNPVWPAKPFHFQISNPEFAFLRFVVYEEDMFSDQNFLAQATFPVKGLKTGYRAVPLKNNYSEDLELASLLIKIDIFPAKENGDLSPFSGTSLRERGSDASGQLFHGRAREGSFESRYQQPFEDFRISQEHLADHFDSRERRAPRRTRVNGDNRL
MBD2 DNA inh: blocks human MBD2 binding to methylated DNA. Q9UBB5. TR-FRET, MBD2 binding to methylated oligonucleotide. inhibition, % at 4.4 µM. 0.31% of 370,000 active; in the data active = inhibition above about 13%
ssDAF12 agonist: activates DAF-12 receptor from parasite S. stercoralis | HEK293 ssDAF-12/GRIP1 lit1-tk-luc reporter, luminescence; % of 3 µM dafachronic acid response | activation, % at 6.8 µM | 1% of 370,000 active;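 active = activation above the mean over all tested compounds plus 3 SD, cut at about 0.9% in these data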;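 also: 0% = DMSO-only wells and 100% = 3 µM delta7-dafachronic acid wells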
DAX1 inh-1: DAX1 (NR0B1) inhibition, primary screen; 1.1% of 370,000 active; HEK293T StAR-luciferase reporter, SF-1/DAX-1 repression relief; AID 652010; inhibition, % at 6.8 µM;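 active = inhibition above the mean over all tested compounds plus 3 SD, cut at about 3.6% in these data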;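 also: 0% = DAX-1 cells with DMSO and 100% = cells lacking DAX-1 with DMSO; higher inhibition means more luminescence from relief of DAX-1 repression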
DAX1 inh-2: NR0B1 (DAX1) inhibition; HEK293 Gal4-DAX1 luciferase reporter, luminescence; inhibition, % at 6.75 µM; 0.99% of 340,000 active; AID 504766;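 active = inhibition above the mean over all tested compounds plus 3 SD, cut at about 4.2% in these data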;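 also: 0% = DAX1-transfected cells with DMSO and 100% = empty-vector control cells with DMSO; inhibition shows as a rise in luminescence from relieved DAX1 repression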
hcDAF12 agonist: activates DAF-12 receptor from parasite H. contortus | 1.4% of 370,000 active | activation, % at 6.8 µM | HEK293 hcDAF-12 lit1-tk-luc reporter, luminescence; 0% DMSO, 100% Δ7-dafachronic acid;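 active = activation above the mean of all tested compounds plus 3 SD, cut at about 5.5% in these data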;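 also: 100% = response to 3 µM Δ7-dafachronic acid high control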
Active calls of the source: *; i = inactive; . = not tested or not shown.

SMILES	hgDAF-12 ag	NR1D1 modulator	ADAM17 inh	SMARCA2 activ	PLC-beta3 inh	PLC-gamma1 inh	MBD2 DNA inh	ssDAF12 agonist	DAX1 inh-1	DAX1 inh-2	hcDAF12 agonist
CC1Cc2ccccc2N1C(=O)CN(C)S(=O)(=O)c1cccc2cccnc12 (stereo unspecified)	1.8	-4	-2	-3	-3	2	6	-1.2	-1.0	-0.2	-0.1
CC(NC(=O)CSc1nc2ccccc2n1C)c1ccccc1 (stereo unspecified)	1.8	-1	-2	-1	-7	-1	3	-1.0	0.1	0.2	0.5
CN1CCN(C(=O)C2=C[C@H](C3CC3)C[C@H](OCc3ccc(CO)cc3)O2)CC1	1.3	7	-3	0	-1	-1	1	-1.6	-0.1	0.6	-0.6
O=C(NC(=S)Nc1ccc(Br)c(Cl)c1)C1CC1	1.9	0	4	1	-8	-1	-1	0.4	0.1	0.6	5.8*
COc1ccc(/C(O)=C2/C(=O)C(=O)N(CCN(C)C)C2c2cccnc2)cc1C (stereo unspecified)	0.8	2	1	0	-6	-3	-1	-1.5	-0.2	1.1	-0.3
COc1cc(C(=O)N(CCN(C)C)CC2CCCN(Cc3ccccc3F)C2)ccc1C (stereo unspecified)	-0.1	-2	-1	1	-7	2	0	-1.0	0.5	0.7	-0.1
Cc1cc(OC(=O)c2cccc(F)c2)c([N+](=O)[O-])c(=O)[nH]1	0.5	5	-4	-2	-7	0	-7	-1.5	-0.1	1.0	-2.1
FC(F)(F)c1cccc(Cc2noc(CN(Cc3ccccn3)CC3CCCO3)n2)c1 (stereo unspecified)	-0.6	1	-6	-2	-8	-1	6	-1.8	-0.9	-1.4	-2.9
C=Cc1ccc(Cn2c(C)c(C(=O)NCc3cccc(C)c3)sc2=O)cc1	-0.7	8	9	0	1	0	1	-0.8	-0.5	.	-0.6
COc1cccc(NC(=O)CS(=O)(=O)c2cn(CC(=O)N3CCOCC3)c3ccccc23)c1	2.6	-3	-3	0	-3	2	3	-1.3	0.4	0.5	0.3
CCOc1ccc2oc(C(=O)OCC(=O)N3C(C)CCCC3C)c(C)c2c1 (stereo unspecified)	0.9	0	-80	-2	-137	-103	0	-0.9	-2.6	0.0	-2.0
COc1ccc(-n2c(C)cc(/C=C3\C(=N)N4N=C(CC(=O)N5CCOCC5)SC4=NC3=O)c2C)c(OC)c1	0.1	10	-1	-4	-114	-68	-6	-0.9	0.6	1.6	-1.0
COCc1nnc(NC(=O)C2CCN(C(=O)c3ccco3)CC2)s1	1.0	-1	1	-3	0	2	-3	0.5	0.5	-0.2	-1.8
CC(=O)N1CCCC(C(=O)c2ccc(Oc3ccccc3)cc2)C1 (stereo unspecified)	-1.0	0	-1	-2	-13	-1	7	-2.4	-1.4	-1.9	-2.0
CCOc1ccc(N=C2NC(=O)CS2)cc1	-0.4	-3	-2	-4	7	5	-1	-1.3	0.3	-0.9	-1.8
S=c1[nH]nc(-c2n[nH]c3c2CCC3)n1N=Cc1cccs1	-2.1	3	-3	1	-1	-1	-7	-0.9	0.0	.	2.8
COC(=O)CSc1nc(C)cc(C(F)(F)F)c1C#N	1.4	-1	3	-1	-17	-15	-2	-1.3	1.0	2.4	-2.9
Nc1c(C(=O)NCc2ccc3c(c2)OCO3)c2nc3ccccc3nc2n1CCCN1CCOCC1	-1.1	1	-143	-1	i	i	1	-1.4	-0.9	0.5	-0.5
O=c1ccn2c(n1)SC(c1ccccc1)C2 (stereo unspecified)	-0.5	-1	0	0	5	6	-6	-1.1	0.1	2.3	-1.6
COc1cc(OC)cc(OCC(O)Cn2ccnc2C)c1 (stereo unspecified)	-0.3	0	-4	-3	-2	6	0	-0.8	-0.3	-0.4	-0.7
CC(=O)c1c(O)cc(=O)oc1-c1ccc(C)cc1	1.2	3	4	-1	3	9	-3	-1.6	-0.3	-1.1	-0.6
CSc1ccc(C(=O)C2CCCN(C(=O)c3cccnc3SC)C2)cc1 (stereo unspecified)	-0.8	0	-2	-1	-8	2	13	-0.4	0.1	0.1	-3.7
CSCCC(NC(=O)COc1ccccc1)C(=O)N1CCN(c2ccccc2O)CC1 (stereo unspecified)	-2.1	1	1	-3	-2	-1	-1	-1.2	-0.8	-0.4	1.3
Cc1cc(OCCCC(=O)Nc2cc(S(=O)(=O)N3CCOCC3)ccc2N2CCOCC2)ccc1Cl	-0.8	2	-2	0	-7	1	-3	-1.1	0.8	2.6	-1.4
Cn1c(=NC(=O)c2cnccn2)sc2ccccc21	9.3	-7	6	3	-31	-20	-3	-0.1	2.6	0.1	3.3
O=C(CSc1nnc2ccccn12)NCc1ccc2c(c1)OCO2	-2.0	-5	-1	0	2	3	-6	-1.0	0.0	0.0	-0.8
NC(=O)CCC(NS(=O)(=O)c1ccc(Cl)cc1)C(=O)NCc1ccccc1Cl (stereo unspecified)	-2.2	6	-1	0	0	1	-1	-1.6	0.8	-0.2	-1.7
O=C(OCc1c(Cl)nc2sccn12)c1cc2c(s1)CCCC2	2.2	1	-2	3	1	0	-1	-1.2	0.9	0.8	0.8
CCc1csc(N2[C@H](CN(CCOC)S(=O)(=O)c3ccccc3[N+](=O)[O-])[C@H](c3ccccc3)[C@@H]2CO)n1	1.4	10	2	-1	-3	0	4	-0.9	-1.4	.	-1.9
COc1ccc(CCN2C(=S)N(c3ccc(Cl)cc3)C(=O)C2CC(N)=O)cc1OC (stereo unspecified)	-2.4	2	3	-1	-4	-1	-7	-0.7	-0.4	-0.7	-0.5
COCCn1c(SCC(=O)Nc2ccc(OC)cc2)nnc1-c1ccoc1C	-0.9	4	-4	-1	-6	-1	4	-1.4	-0.2	1.4	0.6
O=C(CN1CCN(C(C(=O)Nc2cc(C(F)(F)F)ccc2Cl)c2ccccc2)CC1)NC1CC1 (stereo unspecified)	1.8	-1	2	-4	-3	-1	-2	-0.7	-0.3	-0.2	1.9
CCOc1ccc(N2CC(C(=O)Nc3nnc(C4CCCCC4)s3)CC2=O)cc1 (stereo unspecified)	0.8	-8	-1	-1	-8	-2	0	-1.3	0.0	-0.5	-1.0
O=C(Cc1cccc(C(F)(F)F)c1)OCN1C(=O)c2ccccc2C1=O	-0.5	0	-2	-3	-5	-1	1	-0.6	1.0	1.0	0.4
O=C(N/N=C/c1ccc(Cl)s1)C(O)c1ccccc1 (stereo unspecified)	2.1	-2	-3	0	-4	2	-3	-1.3	-0.2	0.1	1.4
Cc1ccc(-c2nn(-c3ccccc3)cc2C(=O)NCC(c2cccs2)N2CCOCC2)cc1 (stereo unspecified)	1.8	-1	-4	-2	-8	4	1	-0.9	0.6	0.7	0.6
N#C/C(=C\c1ccc(OC(=O)c2ccccn2)cc1)C(N)=O	3.9	2	-1	0	9	0	3	-0.4	0.3	0.4	0.2
Cc1ccc(C2=NN(S(=O)(=O)c3ccccc3)C(c3ccco3)C2)cc1 (stereo unspecified)	0.2	-3	-1	-3	-7	2	-6	-2.2	-2.5	-0.5	0.2
COC(=O)C(Cc1ccc(O)cc1)NC(=O)CCNC(=O)c1ccco1 (stereo unspecified)	-0.3	-3	-3	-2	-6	0	0	0.0	-0.5	2.8	1.9
O=C(Nc1ccc2c(c1)OCCO2)NC12CC3CC(CC(C3)C1)C2	14*	0	1	20*	4	2	-4	-0.6	1.5	1.2	4.0
COc1cccc(COC(=O)CCNC(=O)c2ccc(Br)cc2)c1OC	-0.6	3	0	-3	-4	-1	-1	-0.9	0.8	0.9	-1.2
Cc1ccc(/C=N\NC(=O)CN2CCN(S(=O)(=O)c3ccc(Br)cc3)CC2)s1	-1.6	3	0	0	-4	-3	1	-1.8	-0.8	.	-1.5
COCCNC(=S)N=Nc1c(O)[nH]c2c(C)cc(C)cc12	-0.3	-10	0	-4	-6	2	2	-1.4	-0.4	-0.2	0.5
Cc1ccc(CN2[C@@H](c3ccccc3)COCCS2(=O)=O)cc1	-0.3	-1	-3	-1	0	2	0	-1.0	0.2	-0.3	-1.0
Cc1cc(C(=O)CN2C(=O)C(=O)N(Cc3ccccc3)C2=O)c(C)n1-c1ccc2c(c1)OCCO2	-14	-8	1	-10	1	-3	-6	-2.8	-3.3	1.2	-5.5
Cc1nnc(N2CCOCC2)c2nn(-c3ccccc3)c(C)c12	-1.4	2	-12	-4	-23	-16	3	-1.8	-0.6	0.8	-1.0
Cc1ccccc1-c1nc(CN2CCCC2c2ccc(F)cc2)c(C)o1 (stereo unspecified)	1.1	-10	-1	-2	-4	-4	2	-1.3	0.0	-0.4	-0.9
O=C(Nc1cccc(S(=O)(=O)N2CCOCC2)c1)C1CCN(S(=O)(=O)c2ccccc2)CC1	-2.1	-4	2	-5	-1	0	-6	-1.4	0.2	-0.5	-1.5
CN(C)CCCN(Cc1ccccc1)C(=S)Nc1ccc(F)c(Cl)c1	-2.0	5	-1	5	7	2	0	0.0	-0.3	1.4	-1.2
O=C(Nc1nc2ccsc2c(=O)s1)c1ccc(Cl)cc1	8.9	110*	1	14*	-4	6	-1	0.9*	1.6	5.8*	5.1

More records:
SMILES	hgDAF-12 ag	NR1D1 modulator	ADAM17 inh	SMARCA2 activ	PLC-beta3 inh	PLC-gamma1 inh	MBD2 DNA inh	ssDAF12 agonist	DAX1 inh-1	DAX1 inh-2	hcDAF12 agonist
Brc1ccc(CNc2ccc3ncccc3c2)cc1	1.6	0	-49	-2	i	-406	-1	-1.9	-0.5	-1.9	-0.5
COc1ccc(S(=O)(=O)N2CCOCC2)cc1C(=O)Nc1ccon1	-1.4	6	1	0	6	6	-2	-1.0	-0.6	-0.7	-0.6
CCOC(=O)N1CCC(c2nc(C)sc2C(=O)O)CC1	4.5	0	-6	-2	-3	-2	3	-1.8	-0.5	-0.6	-0.6
Cc1ccc(NCc2nnc(SCC(N)=O)n2CCc2ccccc2)cc1	-0.4	-3	1	-2	3	-3	6	-0.8	0.2	.	0.9
C=CCN1[C@@H](C)COc2cc(F)ccc2S1(=O)=O	0.2	2	-6	-1	-3	-1	6	-1.9	-0.4	.	-0.8
COC(=O)c1ccc(CNC(=O)COC(=O)CCN2C(=O)C3CC=CCC3C2=O)cc1 (stereo unspecified)	1.3	-2	-1	-2	-1	-2	-4	-0.3	1.3	-0.8	0.5
CC(=O)c1cccc(CN2CCCC(C(=O)Nc3cccc(-n4cccn4)c3)C2)c1 (stereo unspecified)	-3.4	2	4	-3	4	7	-2	-1.2	-1.7	-1.2	2.4
COCC(=O)n1nc(-c2ccc(Cl)cc2)nc1NCc1ccc(F)cc1	2.7	1	-1	-1	-1	1	-1	-1.1	-0.2	0.2	-0.5

Part of the list above, set out differently.
Compound | hgDAF-12 ag | NR1D1 modulator | ADAM17 inh | SMARCA2 activ | PLC-beta3 inh | PLC-gamma1 inh | MBD2 DNA inh | ssDAF12 agonist | DAX1 inh-1 | DAX1 inh-2 | hcDAF12 agonist
COCC(=O)n1nc(-c2ccc(Cl)cc2)nc1NCc1ccc(F)cc1 | 2.7 | 1 | -1 | -1 | -1 | 1 | -1 | -1.1 | -0.2 | 0.2 | -0.5
COC(=O)c1ccc(CNC(=O)COC(=O)CCN2C(=O)C3CC=CCC3C2=O)cc1 (stereo unspecified) | 1.3 | -2 | -1 | -2 | -1 | -2 | -4 | -0.3 | 1.3 | -0.8 | 0.5
CC(=O)c1cccc(CN2CCCC(C(=O)Nc3cccc(-n4cccn4)c3)C2)c1 (stereo unspecified) | -3.4 | 2 | 4 | -3 | 4 | 7 | -2 | -1.2 | -1.7 | -1.2 | 2.4
CCOC(=O)N1CCC(c2nc(C)sc2C(=O)O)CC1 | 4.5 | 0 | -6 | -2 | -3 | -2 | 3 | -1.8 | -0.5 | -0.6 | -0.6
